Tau FP inhib: qHTS for Inhibitors of Tau Fibril Formation, Fluorescence Polarization; AID 1468, 2008; Potency, µM (titrated, usually from 57.7 µM), for inactives: at the top dose activity, negative = inhibition, actives largely listed as inhibitors; 280,000 compounds, 0.39% hits; K18 P301L tau heparin fibrillization, Alexa594 FP, 6 h; also: % is scaled to controls: 0 for no effect and ±100 for the full control effect; nearly all actives have a fitted effect of over 55% in size
Target sequence (P10636 561-689 P618L limits assumed): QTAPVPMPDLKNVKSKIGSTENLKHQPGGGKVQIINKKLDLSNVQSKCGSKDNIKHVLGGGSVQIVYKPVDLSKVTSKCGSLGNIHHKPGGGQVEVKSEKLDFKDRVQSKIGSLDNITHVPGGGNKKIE
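Compound effects on tau fibrillization are measured by Alexa 594 fluorescence polarization (ex 555, em 632 nm). K18 P301L tau is used at 15 uM with 0.24 uM labeled tracer, and 20 uM heparin induces aggregation over 6 hr at 37 C.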
Tau fluor counter: Counterscreen qHTS for Inhibitors of Tau Fibril Formation, Fluorescence Polarization; Potency, µM (highest dose often 57.7 µM), inactives show top-dose activity change, negative = decrease; tau K18 P301L Alexa594 fluorescence, heparin fibrillization; 280,000 compounds, 0.93% hits; AID 1463, 2008; also: % is scaled to controls: 0 for no effect and ±100 for the full control effect; nearly all actives have a fitted effect of over 55% in size
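Human K18 P301L tau (15 uM unlabeled plus 0.24 uM Alexa 594-labeled, final) in 100 mM sodium acetate pH 7 was mixed with compound and 20 uM heparin and incubated 6 hr at 37 C.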
TRb-SRC2 inh: qHTS for Inhibitors of the Interaction of Thyroid Hormone Receptor and Steroid Receptor Coregulator 2. Thyroid hormone receptor beta (Homo sapiens), P10828. AID 1469, 2008. Potency, µM (titrated, usually from 106 µM), for the others: at the highest dose activity change, negative = inhibition, actives largely listed as inhibitors. 280,000 compounds, 0.065% hits. TRbeta-SRC2 peptide binding, fluorescence polarization; receptor liganded with 1 µM T3;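 also: plate controls were bound peptide for no effect and peptide without receptor for full effect; nearly all actives have a fitted effect of over 50% in size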
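Assay buffer: 20 mM Tris-HCl, 100 mM NaCl, 10% glycerol, 1 mM EDTA, 0.01% NP-40, 1 mM DTT, 1 uM T3, 5% DMSO; TRb LBD 0.6 uM, Texas Red SRC2 20 nM; FP after 5 hr.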
TexasRed fluor: Total Fluorescence Counterscreen for Inhibitors of the Interaction of Thyroid Hormone Receptor and Steroid Receptor Coregulator 2; TRb/SRC2 Texas Red total fluorescence interference; 280,000 compounds, 0.29% hits; Potency, µM (series often up to 106 µM), inactives show at the highest dose fluorescence change, negative = quenching; active = well fitted curve in either direction with a large enough effect; inconclusive = small, poorly fitted or top-dose-only effect; also: % is scaled to controls: 0 for no effect and ±100 for the full control effect
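Human TRb ligand-binding domain at 0.6 uM with 20 nM Texas Red SRC2 peptide in Tris buffer containing 1 uM T3 and 5% DMSO, incubated with compound 5 h at ambient temperature. Total fluorescence (555/632 nm) calculated as parallel + 2 × perpendicular.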
L3MBTL1 block: qHTS Assay for the Inhibitors of L3MBTL1; Lethal(3)malignant brain tumor-like protein 1 (Homo sapiens), Q9Y468; AlphaScreen L3MBTL1–H3K9me1 peptide binding; Potency, µM (highest dose often 57.1 µM), without a hit: at the top dose activity, negative = inhibition, hits mostly inhibitors; 230,000 compounds, 0.66% hits; also: % is scaled to controls: 0 for no effect and ±100 for the full control effect; nearly all actives have a fitted effect of over 60% in size
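L3MBTL1 (50 nM) pre-complexed 30 min with biotinylated H3(1-15)K9me1 peptide (75 nM), then compounds added for 30 min at room temperature; AlphaScreen streptavidin donor/nickel chelate acceptor beads (10 ug/mL final) read after 30 min dark incubation.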
HTT ATP protect: qHTS Multiplex Assay to Identify Dual Action Probes in a Cell Model of Huntington: Cytoprotection (ATP); PC12 HTT-Q103 induced, cytoprotection, ATP luminescence, 40 h; Potency, µM (titrated, usually from 56.4 µM), for inactives: cytoprotection (ATP increase), usual class: activators; 230,000 compounds, 0.14% hits;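 also: % of control where 0% means no effect; nearly all actives have a fitted effect of over 45% in size; toxic huntingtin expression switched on by the ecdysone agonist tebufenozide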
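PC12 cells stably carrying ecdysone-inducible Htt exon 1 (Q103)–GFP were induced with 100 nM tebufenozide (final) alongside library compounds in a dose series. Cytoprotection was scored as retained ATP by ATPlite luminescence.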
RECQ1 helicase: qHTS Assay for Inhibitors of RecQ-Like Dna Helicase 1 (RECQ1); Potency, µM (series often up to 57.3 µM), without a hit: at the top dose activity, negative = inhibition, most hits filed as inhibitors; AID 2549, 2010; RECQ1 DNA unwinding, red fluorescence kinetic read; 240,000 compounds, 0.54% hits;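 also: plate controls were vehicle for no effect and no enzyme for full effect; nearly all actives have a fitted effect of over 30% in size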
Target sequence (P46063 whole entry, looked up): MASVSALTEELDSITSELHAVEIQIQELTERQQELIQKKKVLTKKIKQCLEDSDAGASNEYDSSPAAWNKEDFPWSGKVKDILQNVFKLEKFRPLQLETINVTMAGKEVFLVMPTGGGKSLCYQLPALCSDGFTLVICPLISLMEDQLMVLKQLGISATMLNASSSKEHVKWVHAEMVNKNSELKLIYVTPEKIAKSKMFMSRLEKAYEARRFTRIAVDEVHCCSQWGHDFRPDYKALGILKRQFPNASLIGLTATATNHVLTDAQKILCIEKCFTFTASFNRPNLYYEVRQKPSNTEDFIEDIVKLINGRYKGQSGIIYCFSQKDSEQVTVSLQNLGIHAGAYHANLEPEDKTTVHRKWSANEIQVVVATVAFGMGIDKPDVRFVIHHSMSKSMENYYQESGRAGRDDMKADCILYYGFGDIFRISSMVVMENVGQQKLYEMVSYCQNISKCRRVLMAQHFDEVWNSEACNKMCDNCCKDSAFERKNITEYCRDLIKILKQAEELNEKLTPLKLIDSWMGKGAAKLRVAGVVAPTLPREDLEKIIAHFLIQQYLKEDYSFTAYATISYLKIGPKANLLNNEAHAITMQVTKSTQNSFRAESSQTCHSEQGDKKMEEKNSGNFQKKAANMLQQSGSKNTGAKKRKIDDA
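RECQ1T1 50 nM; forked duplex (20 bp + 30-nt ss tails) 200 nM, ATP 2 mM final; pH 8.0, 2 mM MgCl2, 2.5 ug/ml poly(dI-dC); 15 min compound preincubation; discontinuous kinetic read over 2 h at RT.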
Tau fibril ThT: qHTS for Inhibitors of Tau Fibril Formation, Thioflavin T Binding | Microtubule-associated protein tau (Homo sapiens), P10636 | recombinant tau K18 P301L, heparin-induced fibrillization, ThT fluorescence | Potency, µM (top dose mostly 57.4 µM), for the others: top-dose activity, negative = inhibition, actives largely listed as inhibitors | 270,000 compounds, 2.1% hits; also: % is scaled to controls: 0 for no effect and ±100 for the full control effect; nearly all actives have a fitted effect of over 55% in size
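Using a mix of unlabeled (15 uM) and Alexa 594-labeled (0.24 uM) tau K18 P301L, heparin-triggered fibrillization over 6 hr at 37 C was scored by ThT fluorescence.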
Active calls of the source: *; i = inactive; ? = inconclusive; / = no result given; & = joins results of further samples; [ ] = another dose, or the depositor's remark. Unless noted, calls follow the shape of the dose curve; as a rule, active = well fitted curve in the direction sought with a large enough effect; inconclusive = small, poorly fitted or top-dose-only effect, or another doubt; inactive = no such curve, though single readings can be large; an effect the other way counts as inactive or inconclusive. Potency is read from the fitted curve at half-maximal effect. Some of the compounds tested; the hit share may differ from the screen's.

SMILES	Tau FP inhib	Tau fluor counter	TRb-SRC2 inh	TexasRed fluor	L3MBTL1 block	HTT ATP protect	RECQ1 helicase	Tau fibril ThT
CCOC(=O)c1sc2nc(C3CC3)cc(-c3ccc(F)cc3)c2c1N	-16%	-13%	0%	-4%	4%	-11%	0%	?
COCCCn1c(SCC(=O)Nc2nc3ccccc3s2)nnc1-c1ccoc1C	8%	-2%	-9%	-1%	-11%	10%[10 µM]	-4%	-8%
Cc1cccc(N(CC(=O)Nc2ccccc2F)S(C)(=O)=O)c1	-1%	-12%	-9%	-1%	/	0%	-13%	-16%
CC(=O)C(C)Oc1ccc2c3c(c(=O)oc2c1)CCCCC3 (configuration not stated)	-1%	-10%	13%	1%	2%	8%[10 µM]	-5%	-8%
CCCC(=O)Nc1ccc2nc(SCCOc3ccccc3)sc2c1	?	-8%	1%	-22%	/	/	/	-14%
CC(=O)Nc1ccc(S(=O)(=O)NCCSCc2ccc(Cl)cc2Cl)cc1	?	?	7%	-1%	-7%	-47%[inhibitor]	-2%	2%
CC(C)c1ccccc1NC(=S)NCc1nc2ccccc2[nH]1	0%	-3%	-4%	-3%	2%[11.4 µM]	19%	i	2%
Cn1nc2sc3ccccc3n2c(=O)c1=O	-3%	-7%	-6%	-3%	55%[activator]	29%[10 µM]	-2%	-3%
CCOC(=O)N1CCN(C(=O)CCS(=O)(=O)c2ccc(Br)s2)CC1	-6%	-8%	-10%	-1%	-6%	9%	0%	-19%
COc1cc2c(cc1NC(=O)CSc1nnnn1-c1ccccc1)oc1ccccc12	?	?	1%	-2%	-2%	-7%	i	-7%
O=C(CSc1nc2ccccc2o1)Nc1nccs1	-17%	-10%	-6%	0%	-15%	-48%[inhibitor]	i	-6%
CCC(C)C(NC(=O)C1CCC(C)CC1)C(=O)NCc1ccccn1 (configuration not stated)	-8%	-8%	-15%	2%	/	-11%	-8%	-11%
COC(=O)c1ccc(CSc2nnc(NCc3ccccc3)s2)o1	8%	-10%	0%	-7%	-1%	-14%[10 µM]	i	-11%
Cc1c(/C=C/C(=O)c2ccccc2O)cnn1C	-2%	-5%	8%	-6%	-1%	/	1%	?
CC(C)OC(=O)c1ccc(NC(=O)c2ccccc2)cc1	-8%	-23%	-8%	-2%	10%	-53%[inhibitor][10 µM]	-11%	-7%
Cc1nc(-c2ccc(Cl)cc2)sc1C1(C)CC(c2c(Cl)cccc2Cl)=NO1 (configuration not stated)	-5%	-7%	-6%	0%	/	5%[10 µM]	-15%	-17%
CC(=O)NC(Cc1ccccc1C)C(=O)NC1CCN(C(=O)c2ccc(C)cc2)CC1 (configuration not stated)	8%	15%[2.34 µM]	-2%	-4%	13%	9%[10 µM]	0%	3%
Cc1ccc(Cn2nc3n(c2=O)-c2cc(Cl)ccc2OC3)cc1	-4%	-14%	-1%	4%	/	/	/	-7%
O=C(O)COc1ccccc1/C=N/NC(=O)CN1CCN(Cc2ccc(Cl)cc2)CC1	-2%	-10%	5%	-2%	3%	9%[10 µM]	-5%	-6%
CC(C)NC(=O)c1cc2n(n1)C(C(F)(F)F)CC(c1ccco1)N2 (configuration not stated)	-1%	-1%	1%	-1%	10%	-30%	-3%	-1%

Structures listed so far that have a thiophene ring, fused or not:
SMILES	Tau FP inhib	Tau fluor counter	TRb-SRC2 inh	TexasRed fluor	L3MBTL1 block	HTT ATP protect	RECQ1 helicase	Tau fibril ThT
CCOC(=O)c1sc2nc(C3CC3)cc(-c3ccc(F)cc3)c2c1N	-16%	-13%	0%	-4%	4%	-11%	0%	?
CCOC(=O)N1CCN(C(=O)CCS(=O)(=O)c2ccc(Br)s2)CC1	-6%	-8%	-10%	-1%	-6%	9%	0%	-19%

Profiles, quoted from the list:
O=C(O)COc1ccccc1/C=N/NC(=O)CN1CCN(Cc2ccc(Cl)cc2)CC1 is listed with Tau FP inhib: -2%; Tau fluor counter: -10%; TRb-SRC2 inh: 5%; TexasRed fluor: -2%; L3MBTL1 block: 3%; HTT ATP protect: 9%[10 µM]; RECQ1 helicase: -5%; Tau fibril ThT: -6%
CCCC(=O)Nc1ccc2nc(SCCOc3ccccc3)sc2c1 is listed with Tau FP inhib: ?; Tau fluor counter: -8%; TRb-SRC2 inh: 1%; TexasRed fluor: -22%; L3MBTL1 block: /; HTT ATP protect: /; RECQ1 helicase: /; Tau fibril ThT: -14%

(listing goes on)
SMILES	Tau FP inhib	Tau fluor counter	TRb-SRC2 inh	TexasRed fluor	L3MBTL1 block	HTT ATP protect	RECQ1 helicase	Tau fibril ThT
O=C(COc1ccccc1-c1ccccc1)N/N=C/c1cccnc1	-1%	-19%	3%	-1%	/	-26%	i	-17%
COc1ccccc1C1NC=C([N+](=O)[O-])C=C1[N+](=O)[O-] (configuration not stated)	?	?	0%	-8%	-6%	/	-21%	11µM*
COc1ccc(N=Nc2cnc(C)nc2-c2ccccc2)cc1	10%	?	1%	-2%	-16%	7%[10 µM]	-14%	18µM*
Cc1ccc(-n2ncc3c(NCCCc4ccccc4)ncnc32)cc1C	-6%	?	-2%	-3%	/	/	/	?
Cc1ccnc(NC(=O)c2cc3ccccc3oc2=O)c1	0%	-2%	3%	2%	11%	-17%	-7%	-8%
CN(C(Cc1ccc(OS(=O)(=O)c2cccc3cnccc23)cc1)C(=O)N1CCN(c2ccccc2)CC1)S(=O)(=O)c1cccc2cnccc12 (configuration not stated)	10%&0%	-12%&-18%	1%&5%	0%&0%	/	-45%&-2%[inhibitor]	-9%	1%&-7%
COc1ccc(Nc2nc(-c3cccc([N+](=O)[O-])c3)nc3ccccc23)c(OC)c1	?	?	-2%	-5%	-9%	10%[10 µM]	-4%	-4%
CCOC(=O)c1cnc(-n2nc(C)cc2C)nc1Nc1ccc(N(C)C)cc1	?	?	2%	-4%	3.2µM*	20%[10 µM]	-2%	?
CCNc1ccc(S(=O)(=O)C(F)(F)F)cc1NC(=O)C12CCC(CC1)C2	5%	-13%	3%	-2%	1%	-13%[10 µM]	1%	-13%
N#Cc1ccc(N2CCc3ccccc3C2)c([N+](=O)[O-])c1	-17%	-28%	8%	2%	-7%	8%[10 µM]	3%	?
CN(C)/C=C(\C(=O)c1cccc(Cl)c1)c1nnnn1-c1ccccc1	8%	2%	-8%	1%	/	15%[10 µM]	-8%	/
CCOC(=O)c1c(C)oc2nc(C)nc(N3CCN(c4cc(Cl)ccc4C)CC3)c12	-9%	-11%	-4%	-4%	/	/	/	?
O=C1CC(N2CCN(c3ccccn3)CC2)C(=O)N1CC(c1ccccc1)c1ccccc1 (configuration not stated)	0%	-9%	-18%	1%	?	-39%[10 µM]	i	-5%
Cc1ccc(C(=O)C2OC(=O)C(C)(C)C(=O)C2(C)C)cc1 (configuration not stated)	1%	-7%	2%	-3%	/	1%	-3%	-4%
CCCOc1ccc(-c2nnn(CC(=O)N3CCCC(C)C3)n2)cc1 (configuration not stated)	-1%	-10%	3%	-1%	/	14%[10 µM]	27%	-12%
O=C(CSc1nnc(-c2ccc(S(=O)(=O)N3CCOCC3)cc2)o1)c1ccccc1F	-6%	-8%	-6%	-1%	-3%	-1%	0%	-13%
OCCCn1c(-c2ccccc2)nc(=S)c2c1CCCC2	-6%	-1%	-17%	1%	54%[activator]	2.8µM*	i	5%
O=C(O)c1nn(-c2cccc(Cl)c2)c(=O)cc1O	2%	5%	-4%	-2%	-12%	-23%	i	2%
O=C(C1CCCCC1)N1CCc2ccccc21	-6%	-10%	1%	1%	/	-11%	-3%	-12%
COC(=O)CN(C(=S)Nc1ccc(F)cc1)C1CC(=O)N(c2ccccc2)C1=O (configuration not stated)	?	-16%	-10%	0%	-2%	13%[10 µM]	-1%	0%
O=C(CCn1cnc2ccccc2c1=O)Nc1ccc(S(=O)(=O)N2CCCCC2)cc1	-11%	-16%	-5%	0%	8%	-1%[0.074 µM]	-6%	-5%
COc1ccc(CCN(C)C(=O)C2CCN(Cc3ccccc3)CC2)cc1OC	-3%	-1%	-1%[53 µM]	0%[53 µM]	?	-1%[10 µM]	12%	-5%
O=C(NCCCN1CCN(c2ccccc2F)CC1)C1CCN(S(=O)(=O)N2CCOCC2)CC1	-4%	-12%	1%	-2%	-3%	-5%	-12%	1%

Laid out differently: entries from further up
Results follow in this order: Tau FP inhib	Tau fluor counter	TRb-SRC2 inh	TexasRed fluor	L3MBTL1 block	HTT ATP protect	RECQ1 helicase	Tau fibril ThT
O=C1CC(N2CCN(c3ccccn3)CC2)C(=O)N1CC(c1ccccc1)c1ccccc1 (configuration not stated)
→ 0%	-9%	-18%	1%	?	-39%[10 µM]	i	-5%
CN(C)/C=C(\C(=O)c1cccc(Cl)c1)c1nnnn1-c1ccccc1
→ 8%	2%	-8%	1%	/	15%[10 µM]	-8%	/
CCNc1ccc(S(=O)(=O)C(F)(F)F)cc1NC(=O)C12CCC(CC1)C2
→ 5%	-13%	3%	-2%	1%	-13%[10 µM]	1%	-13%
N#Cc1ccc(N2CCc3ccccc3C2)c([N+](=O)[O-])c1
→ -17%	-28%	8%	2%	-7%	8%[10 µM]	3%	?

Compound activity deposited in PubChem by National Center for Advancing Translational Sciences (NCATS).
